mIAP block – mouse IAP inhibition; purified mouse IAP, CDP-Star luminescence, 30 min; inhibition, % at 10 µM; 0.2% of 330,000 active; AID 2806;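 active = inhibition of at least 40% at 10 µM in the primary screen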;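 also: plate controls were DMSO with enzyme for no effect and no enzyme wells for full effect; values of inactives mirror those of a sister screen read the other way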
beta cell repl – MIN6 beta-cell proliferation induction | 0.29% of 330,000 active | proliferation, % at 10 µM | MIN6 cells proliferation, ATPlite luminescence, 48 h; cells starved in 0.2% serum; 100% = growth in 10% serum;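 active = compounds whose signal lies at least 3.5 SD above the mean of all wells on their plate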;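 also: 0% = DMSO-treated cells in low-serum medium and 100% = 10% serum control; some compounds called inactive have numbers as strong as hits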
hIAP act – human IAP activation; 0.16% of 330,000 active; P09923; purified human IAP, CDP-Star luminescence, 30 min; active compounds read high; 1 = vehicle-only enzyme, 0 = enzyme-free background; activation factor at 10 µM;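 active = activation factor of the enzyme at least 2-fold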; also: the source names both 10 and 20 µM as test concentration; values of inactives mirror those of a sister screen read the other way
ATG4B inh – inhibitors of human ATG4B cysteine protease | 0.51% of 340,000 active | ATG4B cleavage of LC3-PLA2, NBD-HPC fluorescence, 1 h | inhibition, % at 8.33 µM; in the data active = inhibition above about 40%
Target sequence (Q9Y4P1 whole entry, looked up): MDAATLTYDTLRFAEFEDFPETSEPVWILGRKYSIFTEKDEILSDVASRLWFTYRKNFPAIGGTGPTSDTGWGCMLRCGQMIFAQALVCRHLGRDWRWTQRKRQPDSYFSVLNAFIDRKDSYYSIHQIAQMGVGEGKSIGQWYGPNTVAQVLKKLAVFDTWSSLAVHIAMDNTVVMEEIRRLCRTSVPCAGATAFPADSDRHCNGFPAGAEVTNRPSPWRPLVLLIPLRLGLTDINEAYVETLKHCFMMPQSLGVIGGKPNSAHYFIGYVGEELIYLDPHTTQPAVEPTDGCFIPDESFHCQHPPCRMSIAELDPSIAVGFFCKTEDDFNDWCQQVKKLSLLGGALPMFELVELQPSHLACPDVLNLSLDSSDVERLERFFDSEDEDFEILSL
A3G deaminase – blocks human APOBEC3G single-stranded DNA deamination; Q9HC16; recombinant A3G, ssDNA deamination FAM/TAMRA fluorescence; inhibition, % at 20 µM; 0.28% of 330,000 active; AID 493012;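 active = inhibition of at least 40% at 20 µM, with no more than 30% in the related APOBEC3A deaminase screen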;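 also: plate controls were DMSO wells with A3G for no effect and wells lacking A3G enzyme for full effect; some compounds called inactive have numbers as strong as hits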
Target sequence (Q9HC16 whole entry, looked up): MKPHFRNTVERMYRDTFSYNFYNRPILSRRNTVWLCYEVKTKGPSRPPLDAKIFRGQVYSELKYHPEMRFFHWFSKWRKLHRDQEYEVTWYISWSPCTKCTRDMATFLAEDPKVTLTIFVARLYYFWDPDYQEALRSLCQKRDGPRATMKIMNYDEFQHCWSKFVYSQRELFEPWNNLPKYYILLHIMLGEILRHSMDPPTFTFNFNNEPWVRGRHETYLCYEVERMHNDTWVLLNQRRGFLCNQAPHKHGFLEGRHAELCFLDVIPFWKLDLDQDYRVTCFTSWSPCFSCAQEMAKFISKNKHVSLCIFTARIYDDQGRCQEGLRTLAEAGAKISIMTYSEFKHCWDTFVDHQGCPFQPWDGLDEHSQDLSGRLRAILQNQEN
hIAP block – blocks human intestinal alkaline phosphatase; purified IAP, CDP-Star luminescence, 30 min; AID 2544; P09923; 0.12% of 330,000 active; inhibition, % at 10 µM;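 active = inhibition reaching a set limit with compound at 10 µM in the primary screen, cut at about 35% in these data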;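 also: plate controls were DMSO wells with enzyme for no effect and no-enzyme buffer wells for full effect; values of inactives mirror those of a sister screen read the other way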
APOBEC3A inh – inhibitors of human APOBEC3A DNA deaminase | inhibition, % at 20 µM | recombinant A3A, FAM/TAMRA ssDNA deamination fluorescence | P31941 | AID 493011 | 0.41% of 330,000 active;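 active = at least 40% inhibition at 20 µM here, with at most 30% in a related deaminase screen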;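 also: plate controls were A3A with DMSO for no effect and wells lacking A3A enzyme for full effect; some results filed as inactive read as strong as hits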
Target sequence (P31941 whole entry, looked up): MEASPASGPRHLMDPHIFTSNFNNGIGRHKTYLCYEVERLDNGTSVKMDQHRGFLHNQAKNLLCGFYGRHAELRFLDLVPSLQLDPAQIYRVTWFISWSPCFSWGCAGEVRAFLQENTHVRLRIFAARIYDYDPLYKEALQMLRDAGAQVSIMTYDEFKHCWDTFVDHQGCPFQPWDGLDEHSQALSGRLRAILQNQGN
mIAP act – increases mouse intestinal alkaline phosphatase activity; 0.24% of 330,000 active; activation factor at 10 µM; muIAP, CDP-Star luminescence, 30 min; active compounds read high; 1 = vehicle-only enzyme signal, 0 = enzyme-free wells;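 active = activation factor of at least 2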; also: the source names both 10 and 20 µM as test concentration; values of inactives mirror those of a sister screen read the other way
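Assay system: mouse IAP enzyme / Compound: DMSO-dissolved test compounds / Timing: 30 min, room temperature / Measured by: luminescence from enzymatic CDP-Star hydrolysis / Control set: DMSO-only wells, enzyme-free buffer wells as negative control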
MPTP inh – blocks calcium-induced mitochondrial swelling; isolated mouse mitochondria, Ca2+ swelling absorbance, 30 min; inhibition, % at 10 µM; 1.4% of 360,000 active;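 active = inhibition of 50% or more, scaled per plate between neutral and stimulator controls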;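 also: 0% = DMSO wells given calcium and 100% = 1 mM EGTA wells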
Starred values were filed as active, the others as inactive.

1	CCC(=O)N1CCN(c2ccc(Cl)cc2NC(=O)Cc2ccc(Cl)cc2)CC1
2	CCN(CC)C(=O)CSc1nnc(-c2c[nH]c3ccccc23)o1
3	CCOC(=O)Cc1csc(SCC(=O)Nc2cccc(Cl)c2)n1
4	Cc1ccc(-c2ccc(C(=O)O)c(C)n2)cc1
5	Cn1nnnc1SCCNC(=O)C1CCC(=O)N(Cc2ccc(Cl)cc2)C1 (stereo not drawn)
6	CCCC(c1nnnn1CCOC)N(Cc1cc2cc(C)c(C)cc2[nH]c1=O)CC1CCCO1 (stereo not drawn)
7	COc1ccc(CC(=O)Nc2ccccc2C(=O)NCCc2ccccc2)cc1
8	O=C(O)c1cc(C2CC2)nn1-c1ccccc1
Assay by compound	1	2	3	4	5	6	7	8
hIAP act	0.9	0.92	1.1	0.93	1.1	1.1	0.98	1.1
mIAP act	1	1.2	1	0.96	0.99	1.1	1.1	0.99
MPTP inh	-1.2	1.1	0.0	0.7	-0.8	-2.5	-0.8	1.8
hIAP block	10	8	-9	7	-14	-9	2	-8
ATG4B inh	4	4	-3	-9	4	-3	-4	-12
mIAP block	-3	-15	0	4	1	-8	-7	1
beta cell repl	-4	0	0	0	-3	-3	-3	1
APOBEC3A inh	-2	-4	1	0	0	2	-5	-5
A3G deaminase	-6	-3	-1	1	-8	-1	-2	-7

Next section (3 carried over from the part before).
6	CCCC(c1nnnn1CCOC)N(Cc1cc2cc(C)c(C)cc2[nH]c1=O)CC1CCCO1 (stereo not drawn)
7	COc1ccc(CC(=O)Nc2ccccc2C(=O)NCCc2ccccc2)cc1
8	O=C(O)c1cc(C2CC2)nn1-c1ccccc1
9	CCC1(C(=O)c2ccccc2)C(c2cccc([N+](=O)[O-])c2)C1(C(=O)OC)C(=O)OC (stereo not drawn)
10	O=c1c2cc3c(cc2[nH]c(=S)n1C1CCN(Cc2ccccc2)CC1)OCO3
11	Cc1ccc(N=Nc2c(C)[nH]n(-c3ccccc3)c2=O)c(C)c1
12	O=C1C=C(O)c2cccc3cccc1c23
13	CC(C)[C@@H](N)C(=O)N/N=C/c1ccc2nccnc2c1
14	C=CCNC(=O)N1CCC(n2nccc2NC(=O)CCCc2ccccc2)CC1
15	CCCCOc1ccc(Nc2cc(Cl)ccc2C(=O)O)cn1
16	Cc1ccc(N(CC2CO2)S(=O)(=O)c2ccc([N+](=O)[O-])cc2)cc1 (stereo not drawn)
Assay by compound	6	7	8	9	10	11	12	13	14	15	16
hIAP act	1.1	0.98	1.1	1.1	1.1	1	0.86	1.5	1.2	1.1	0.87
mIAP act	1.1	1.1	0.99	0.92	0.98	0.95	0.96	1.1	0.99	0.88	0.98
MPTP inh	-2.5	-0.8	1.8	0.8	-1.5	-0.7	-0.6	0.4	-0.7	2.2	0.5
hIAP block	-9	2	-8	-13	-7	0	14	-54	-21	-7	13
ATG4B inh	-3	-4	-12	-4	59*	-8	-2	-5	10	22	0
mIAP block	-8	-7	1	8	2	5	4	-10	1	12	2
beta cell repl	-3	-3	1	0	-2	-2	-2	-2	1	-6	-3
APOBEC3A inh	2	-5	-5	0	0	6	-11	-1	-9	-2	3
A3G deaminase	-1	-2	-7	-5	-5	2	-5	-4	-6	-11	1

17	CCCCCc1nc2c(c(=O)c3ccccc3n2C)c(=O)n1Cc1ccc(OC)cc1
18	O=C(NCCOc1nc(N2CCCCC2)nc(N2CCOCC2)n1)Nc1ccccc1
19	O=C(NCC1CCCO1)c1onc(CSc2ccccc2F)c1C(=O)O (stereo not drawn)
20	C=CCN(Cc1nc(-c2cc(OC)c3c(c2)OCO3)oc1C)C1CCS(=O)(=O)C1 (stereo not drawn)
21	Cc1nnsc1C(=O)N1CCN(c2cc(C(F)(F)F)ccn2)CC1
22	COc1ccc(OC)c(C(=O)N2CCC(n3nccc3NC(=O)CC(C)C)CC2)c1
23	CNC(=S)N1CCc2cc(OC)c(OC)cc2C1COc1ccc(F)cc1 (stereo not drawn)
24	CC(=O)c1cnn(-c2ccccc2)c1C
Assay by compound	17	18	19	20	21	22	23	24
hIAP act	0.83	1	0.98	1.1	1.1	1.3	0.99	1.1
mIAP act	0.84	1.3	1.1	0.92	1	1	1.1	0.92
MPTP inh	24	0.5	0.7	2.7	-0.6	-1.0	-1.3	0.8
hIAP block	17	-3	2	-9	-11	-26	1	-9
ATG4B inh	-4	7	-6	6	-1	-5	-28	5
mIAP block	16	-33	-6	8	-1	-4	-10	8
beta cell repl	-4	0	1	0	-2	-2	-4	-2
APOBEC3A inh	4	2	-3	0	3	-5	-5	0
A3G deaminase	0	0	-9	0	0	-3	-3	-3

25	CCOc1cc(/C=C/C(=O)O)ccc1OCCOc1ccc(F)cc1
26	COCCNC(=O)C/C(C)=N/NC(=O)C(=O)NC1CCCCC1
27	Cc1cc(C)nc(SCC(=O)Nc2ncc3c(n2)CC(C)(C)CC3=O)n1
28	Cn1c(=O)oc2cc(S(=O)(=O)NCc3ccncc3)ccc21
29	Cc1cccc(N2C(=O)/C(=C/c3ccccn3)SC2=S)c1
30	CCN(Cc1ccncc1)C(=O)c1ccco1
31	COc1cccc(N2CCN(S(=O)(=O)c3ccc(-c4coc(C)n4)cc3)CC2)c1
32	CCOc1ccc(C(=O)NCC2OCCc3ccccc32)cc1 (stereo not drawn)
Assay by compound	25	26	27	28	29	30	31	32
hIAP act	0.92	1	1	0.96	0.97	1.2	0.97	0.99
mIAP act	0.99	0.93	0.97	1	0.97	1	0.91	0.94
MPTP inh	2.1	-1.2	-0.6	20	2.2	1.0	0.4	0.5
hIAP block	8	-1	-3	4	2	-24	3	1
ATG4B inh	-6	-4	-20	-1	3	-5	2	13
mIAP block	1	7	3	-2	3	-2	9	6
beta cell repl	4	2	1	-2	0	0	2	-2
APOBEC3A inh	1	1	-3	-4	5	-2	-3	3
A3G deaminase	-8	-2	-5	-5	-2	-3	-7	4

33	COc1cc(C(=O)Nc2ccc([N+](=O)[O-])cn2)cc(OC)c1OC
34	NS(=O)(=O)c1cccc(NC(=O)CSc2nc3ccccc3c(=O)n2CC2CCCO2)c1 (stereo not drawn)
35	Cc1cc(F)ccc1S(=O)(=O)Nc1ccc(O)c(Sc2ncn[nH]2)c1
36	COc1ccc(NC(=S)N2CCN(c3ncccn3)CC2)cc1
37	O=C(COC(=O)c1ccc[n+]([O-])c1)Nc1ccc(Cl)cc1[N+](=O)[O-]
38	N#CCC(=O)Nc1ccc(C(=O)Nc2cccnc2)cc1
39	Oc1ccc2oc3c(c2c1/C=N/n1cnnc1)CCCC3
40	Cc1nn2c(=O)c(NC(=O)c3ccc(Cl)cc3)cnc2s1
Assay by compound	33	34	35	36	37	38	39	40
hIAP act	0.97	1	1.1	0.92	1.1	1	1.1	1
mIAP act	0.99	0.95	0.3	0.95	1	0.99	1.1	0.99
MPTP inh	-1.2	-2.0	1.5	0.6	1.5	-2.0	5.2	0.7
hIAP block	3	-5	-6	8	-7	-2	-11	-1
ATG4B inh	1	-11	-17	-7	3	1	-15	12
mIAP block	0	4	70*	5	0	1	-6	1
beta cell repl	-3	-2	-1	0	5	-3	-3	-3
APOBEC3A inh	7	-4	-1	-1	1	4	-6	6
A3G deaminase	1	-12	-10	-2	-6	-4	-7	-1

41	Cc1c(NC(=O)C(C)Sc2ccc3ccccc3n2)c(=O)n(-c2ccccc2)n1C (stereo not drawn)
42	CC(=O)C[C@H]1c2ccccc2S(=O)(=O)N1C1CCCCC1
43	Cc1cccc(NC(=O)CN(C)C(C)C(=O)Nc2ccc(S(=O)(=O)N3CCCC3)cc2)c1C (stereo not drawn)
44	CN(Cc1cn(Cc2ccccc2)nc1-c1ccc2c(c1)OCO2)Cc1nccn1C
45	Cc1nn(C)c(C)c1CN(C)C(=O)C1c2ccccc2Oc2ccccc21
46	Cc1cc(C)n(-c2nc3c(c(=O)n(C)c(=O)n3C)n2CCO)n1
47	COc1cc(C(=O)N2CCN(c3ccccc3OC)CC2)c([N+](=O)[O-])cc1OC
48	CCOC(=O)CNC(=O)c1cn(CC(C)C)c(=O)c2cc(OC)c(OC)cc12
Assay by compound	41	42	43	44	45	46	47	48
hIAP act	1.1	0.92	1.2	1.2	0.77	1	0.9	1.1
mIAP act	0.94	1.1	1.2	1.1	1.1	0.93	1	1.1
MPTP inh	-2.4	0.9	-1.2	-0.2	-0.2	-0.3	-2.0	-0.3
hIAP block	-6	8	-15	-24	23	-3	10	-9
ATG4B inh	4	3	-13	-4	-15	0	-9	-5
mIAP block	6	-5	-17	-13	-8	7	-1	-6
beta cell repl	-2	-1	1	-1	0	-2	0	-2
APOBEC3A inh	0	5	-1	3	-1	1	0	-5
A3G deaminase	-4	27	-9	-5	-1	-4	-5	-10

Reformatted in markdown: entries from further up.
| cpd | SMILES | hIAP act | mIAP act | MPTP inh | hIAP block | ATG4B inh | mIAP block | beta cell repl | APOBEC3A inh | A3G deaminase |
| --- | --- | --- | --- | --- | --- | --- | --- | --- | --- | --- |
| 25 | CCOc1cc(/C=C/C(=O)O)ccc1OCCOc1ccc(F)cc1 | 0.92 | 0.99 | 2.1 | 8 | -6 | 1 | 4 | 1 | -8 |
| 12 | O=C1C=C(O)c2cccc3cccc1c23 | 0.86 | 0.96 | -0.6 | 14 | -2 | 4 | -2 | -11 | -5 |

Single records, from the list above:
Listed for CNC(=S)N1CCc2cc(OC)c(OC)cc2C1COc1ccc(F)cc1 (stereo not drawn) = hIAP act = 0.99; mIAP act = 1.1; MPTP inh = -1.3; hIAP block = 1; ATG4B inh = -28; mIAP block = -10; beta cell repl = -4; APOBEC3A inh = -5; A3G deaminase = -3
Listed for O=c1c2cc3c(cc2[nH]c(=S)n1C1CCN(Cc2ccccc2)CC1)OCO3 = hIAP act = 1.1; mIAP act = 0.98; MPTP inh = -1.5; hIAP block = -7; ATG4B inh = 59*; mIAP block = 2; beta cell repl = -2; APOBEC3A inh = 0; A3G deaminase = -5
Listed for Cn1nnnc1SCCNC(=O)C1CCC(=O)N(Cc2ccc(Cl)cc2)C1 (stereo not drawn) = hIAP act = 1.1; mIAP act = 0.99; MPTP inh = -0.8; hIAP block = -14; ATG4B inh = 4; mIAP block = 1; beta cell repl = -3; APOBEC3A inh = 0; A3G deaminase = -8

Additional entries.
49	c1cncc(-c2nc3ccccc3o2)c1
50	Cc1ccc(CNC(=O)c2cc(=O)c3cc(C)ccc3o2)cc1
51	CSc1ncccc1C(=O)OCC(=O)Nc1ccc2c(c1)CCC2
52	COc1ccc(C(=O)CCc2ccccc2)cc1
53	COc1ccc(-n2c(CN3CCN(c4ccccn4)CC3)nc3ccc([N+](=O)[O-])cc3c2=O)c(OC)c1
54	N#Cc1c(N)nc(SCC(=O)C23CC4CC(CC(C4)C2)C3)c(C#N)c1-c1ccc(Cl)cc1
55	COc1ccc(C2CC(=O)C(C=NCCO)=C(O)C2)cc1OC (stereo not drawn)
56	c1ccc2c(c1)c1c3n2CCNC3CCC1 (stereo not drawn)
57	C(=N\c1nccs1)/c1cccnc1
Assay by compound	49	50	51	52	53	54	55	56	57
hIAP act	0.91	0.97	0.95	1	0.89	1.2	1.3	1.2	1.1
mIAP act	1.1	1	1	0.93	0.97	0.94	0.97	1.2	1
MPTP inh	0.4	1.4	-0.6	0.7	1.9	0.0	-0.8	30	-3.3
hIAP block	9	3	5	-3	11	-23	-29	-25	-15
ATG4B inh	-4	2	5	2	-4	6	1	4	-3
mIAP block	-7	-1	-3	7	3	6	3	-17	-4
beta cell repl	-1	1	-5	2	0	-2	-1	0	-3
APOBEC3A inh	3	-1	-4	-2	-2	-3	-2	-3	-3
A3G deaminase	-2	-5	-9	-7	-7	-3	-3	-4	0
